# S1P4 agonist: activates the human S1P4 receptor. S1P4-expressing cell line, agonist reporter assay. activation, % at 4.98 µM. actives 0.35% (n = 220,000); in the data active = activation above about 11%;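 note: 0% = DMSO vehicle and 100% = reference agonist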
# S1P4 antag: antagonists of human S1P4 receptor. O95977. S1P4-expressing cells, antagonist mode, reporter read-out. inhibition, % at 4.98 µM. actives 0.26% (n = 220,000); in the data active = inhibition above about 29%;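 note: 0% = wells stimulated with agonist and 100% = vehicle wells without agonist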
# NPY Y1 blocker: antagonists of human neuropeptide Y receptor Y1. P25929. HEK293-CNG Y1 cells, membrane potential fluorescence; NPY at EC95, then isoproterenol. inhibition, % at 3.6 µM. actives 1% (n = 200,000);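 active = inhibition above the campaign mean inhibition of all tested compounds plus 3 SD, cut at about 20% in these data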;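 note: 0% = DMSO wells given NPY plus isoproterenol and 100% = isoproterenol alone without NPY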
# Target sequence (P25929 whole entry, looked up): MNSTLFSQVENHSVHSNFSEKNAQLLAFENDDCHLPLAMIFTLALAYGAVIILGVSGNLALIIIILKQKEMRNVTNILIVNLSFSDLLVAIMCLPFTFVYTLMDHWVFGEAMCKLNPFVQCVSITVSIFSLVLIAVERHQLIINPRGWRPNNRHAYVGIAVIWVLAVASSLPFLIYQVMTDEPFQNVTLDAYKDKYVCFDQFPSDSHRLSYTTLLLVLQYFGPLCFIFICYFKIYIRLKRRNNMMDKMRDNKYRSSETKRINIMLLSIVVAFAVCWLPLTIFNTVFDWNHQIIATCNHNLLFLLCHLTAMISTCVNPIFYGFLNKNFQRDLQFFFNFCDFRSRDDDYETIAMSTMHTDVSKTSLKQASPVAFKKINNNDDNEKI
#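 Material: HEK293 cells co-expressing NPY Y1 receptor and cyclic-nucleotide gated channel. Timing: compound incubation 1 h at room temperature, readout 45 min post-stimulation. Signal: fluorescence, membrane potential probe.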
# NPY2 pot ag: potentiates or activates human NPY-Y2 receptor; AID 1359; actives 0.45% (n = 220,000); activation, % at 3.6 µM; cells expressing NPY-Y2, potentiator/agonist read-out; P49146; in the data active = activation above about 27%;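 note: cells stimulated with NPY near EC25 plus isoproterenol at EC100; 0% = vehicle plus submaximal agonist and 100% = vehicle plus saturating agonist; some results beyond the cut were filed as inactive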
# BaF3 tox: counter-screen for JAK2V617F inhibitors: parental Ba/F3 viability inhibitors; CellTiter-Glo ATP luminescence; inhibition, % at 5.6 µM; actives 1.1% (n = 220,000);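 active = inhibition above a per-campaign cutoff, the mean inhibition of all tested compounds plus 3 SD, cut at about 27% in these data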;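 note: 0% = DMSO wells and 100% = JAK Inhibitor I control wells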
# Runt-CBFb FRET: inhibitors of human RUNX1 Runt domain binding to CBFb; Q01196+Q13951; Cerulean-Runt/Venus-CBFb FRET ratio 530/480, 1 h; inhibition, % at 20 µM; actives 0.46% (n = 220,000); AID 1496;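 active = inhibition over about 50% at 20 µM in the single-dose screen, limit read from the data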;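 note: 0% = DMSO wells and 100% = excess unlabeled CBFb competitor control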
# Target sequence (Q01196 whole entry, looked up, the tested form may be a part): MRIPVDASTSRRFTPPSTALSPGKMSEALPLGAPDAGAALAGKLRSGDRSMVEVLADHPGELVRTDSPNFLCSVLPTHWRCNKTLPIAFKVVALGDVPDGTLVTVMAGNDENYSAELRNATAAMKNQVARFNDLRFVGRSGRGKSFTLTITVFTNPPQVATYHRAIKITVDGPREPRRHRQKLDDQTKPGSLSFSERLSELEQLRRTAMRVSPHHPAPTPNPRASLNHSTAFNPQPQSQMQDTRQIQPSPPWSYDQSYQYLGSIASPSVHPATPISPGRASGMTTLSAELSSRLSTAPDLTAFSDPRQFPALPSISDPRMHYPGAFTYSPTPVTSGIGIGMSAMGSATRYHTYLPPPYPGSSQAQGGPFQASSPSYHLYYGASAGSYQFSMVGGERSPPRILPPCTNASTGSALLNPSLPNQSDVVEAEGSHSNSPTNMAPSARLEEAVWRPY
# Target sequence (Q13951 whole entry, looked up, the tested form may be a part): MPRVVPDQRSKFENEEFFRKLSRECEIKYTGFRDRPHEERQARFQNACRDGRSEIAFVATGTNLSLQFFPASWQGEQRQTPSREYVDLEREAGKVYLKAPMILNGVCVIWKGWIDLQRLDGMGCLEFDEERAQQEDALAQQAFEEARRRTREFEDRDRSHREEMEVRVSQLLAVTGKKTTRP
#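 Measured by: fluorescence energy transfer, 422 nm excitation, 530/480 nm emission; Assay system: Cerulean-Runt domain; Medium: Tris pH 7.5 buffer with BSA; Measure: loss of energy transfer signal; Controls: 5 µM unlabeled CBFb as full-inhibition high control; Incubation: protein complex preformed 1 h, compound exposure 1 h, room temperature, dark.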
# Ba/F3 V617F tox: reduce viability of Ba/F3 cells dependent on JAK2V617F; AID 1446; Ba/F3 EpoR-JAK2V617F viability, ATP luminescence; actives 1.1% (n = 220,000); inhibition, % at 5.6 µM;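 active = inhibition above the campaign mean plus 3 SD over all tested compounds, cut at about 24% in these data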;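 note: cytokine-independent growth of Ba/F3 cells driven by EpoR plus mutant JAK2; 0% = DMSO-treated cells and 100% = JAK inhibitor I control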
# NPY-Y1 PAM-ag: potentiators or agonists of human neuropeptide Y receptor Y1; actives 0.37% (n = 220,000); NPY-Y1 expressing cells, potentiator/agonist activation; P25929; AID 1304; activation, % at 3.6 µM; in the data active = activation above about 33%, passing the limit was not always enough;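 note: cells stimulated with NPY at EC10 then isoproterenol at EC100; 0% = low agonist plus stimulus and 100% = saturating agonist plus stimulus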
# RBBP9 inh: inhibitors of human serine hydrolase RBBP9; O75884; recombinant RBBP9, FP-Rh probe fluorescence polarization; inhibition, % at 7.94 µM; actives 0.2% (n = 220,000); AID 1515;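 active = inhibition above the campaign mean of all tested compounds plus 3 SD, cut at about 14% in these data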;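 note: plate controls were DMSO wells with RBBP9 for no effect and wells lacking RBBP9 protein for full effect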
#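 Measured by: FP readout at 525/598 nm; material: recombinant human RBBP9; also added: Serine-hydrolase probe FP-Rh, 375 nM pre-mixing; medium: Tris buffer pH 8.0, NaCl, Pluronic; replication: one well per compound; doses: one concentration, 7.94 µM nominal, 0.794% DMSO; timing: preincubation 30 min plus labeling 45 min at 25 °C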
# * marks the source's active call; other numbers are inactive results; · = no result given.
# Values run as follows: S1P4 agonist	S1P4 antag	NPY Y1 blocker	NPY2 pot ag	BaF3 tox	Runt-CBFb FRET	Ba/F3 V617F tox	NPY-Y1 PAM-ag	RBBP9 inh
> Cc1c(C(Nc2ccccn2)c2ccccc2)c(=O)n(-c2ccccc2)n1C (configuration not stated)
  -0.7	-7	3	5	3	-1	-6	-9	1
> O=C(NC1CC1)C1=C[C@H](c2ccccc2)C[C@H](OCc2ccc(CO)cc2)O1
  0.4	-11	3	-23	0	1	1	-13	2
> CCN(CC)CCCNC(=S)Nc1ccc(Br)cc1
  -0.7	-6	0	-2	5	·	-3	13	0
> CC1(c2ccccc2Cl)NC(=O)N(CC(=O)NC(=O)NCc2ccco2)C1=O (configuration not stated)
  -0.7	-5	0	4	-3	0	-5	23	-7
> CC1CCC2(CC1)NC(=O)N(CC(=O)Nc1ccc3c(c1)OCCO3)C2=O (configuration not stated)
  -1.3	9	0	14	-2	-2	-5	6	-9
> FC(F)(F)c1cnc2c(-c3ccc(Cl)cc3Cl)noc2c1
  0.7	-13	2	-5	1	1	-4	-31	3
> C/C(=N/NC(=O)c1ccco1)c1cccc(NC(=O)c2ccc(C)s2)c1
  0.7	-25	-5	-12	6	-3	1	3	6
> COc1cccc(CNC(=O)CCS(=O)(=O)c2cccc3nsnc23)c1
  1.0	-11	-2	-2	4	1	1	-1	-6
> COc1cc(C2NC(=S)NC(c3ccccc3)=C2C(C)=O)cc(Cl)c1OCC(=O)O (configuration not stated)
  -0.9	-19	-3	20	3	3	-5	-5	-4
> CCN(CC)c1ccc(NC(=O)c2cccc(C)c2)cc1S(=O)(=O)Nc1ccccc1OC
  0.2	-28	6	-6	6	48	1	-45	-23
> O=c1[nH]c2ccccc2n2c(-c3ccccc3)nnc12
  0.0	-11	4	7	0	53*	-1	6	0
> Cc1sc2ncn(C(C)C(=O)OC3CCCCC3)c(=O)c2c1C (configuration not stated)
  -2.1	-12	0	-16	3	-2	-2	-14	6
> Cc1n[nH]c(C)c1S(=O)(=O)N1CCCC(C(=O)Nc2ccc3c(c2)OCCO3)C1 (configuration not stated)
  0.8	-6	0	1	5	2	4	8	-12
> Cc1ccc2nc(N3CCN(S(=O)(=O)c4ccc(C)c(Cl)c4)CC3)c(C#N)cc2c1
  1.4	-7	6	-22	6	9	-1	-13	-9
> COc1cc(NC(=O)c2cccs2)c(C(=O)OCC(=O)c2cc(C)n(-c3ccccc3)c2C)cc1OC
  0.5	-3	-3	0	9	0	1	-5	-1
> COc1ccccc1OC(=O)c1ccc(SC)cc1OC
  -1.1	-2	5	4	0	2	-6	3	3
> CCCN(CCC(=O)Nc1ccccc1F)CC1CC1
  -0.6	5	-3	0	0	1	-2	-2	-3
> CCN(CC)C(=O)c1sc(NC(=O)C(C)C)c(C#N)c1C
  -1.1	14	-5	1	-3	0	-4	-2	-4
> C=CCN(CC(=O)NC1CCS(=O)(=O)C1)S(=O)(=O)c1ccccc1C(F)(F)F (configuration not stated)
  1.2	-6	8	-9	8	-1	5	-18	-15
> CC(C)(C)OC(=O)N/N=C/c1cn(-c2ccccc2)nc1-c1cccnc1
  1.9	-13	-1	3	4	-5	3	9	-11
> COc1ccc(C(=O)N2CCN(C(=O)Cc3ccccc3)CC2)cc1
  -0.9	-10	1	-8	6	1	4	-9	-12
> CCCCS(=O)CC(COC)OC(=O)c1ccccc1 (configuration not stated)
  -0.4	14	5	-3	0	1	-2	3	0
> Cc1ccc(C(Sc2ccccc2)C(Cn2cncn2)C(=O)c2ccccc2)cc1 (configuration not stated)
  -1.0	0	12	28	3	-2	-2	21	-24
> NC(=O)c1ccccc1N/C=C/C(=O)c1ccccc1
  -0.3	14	-5	-16	8	2	7	-12	0
> O=C1CC(c2c[nH]c3ccccc23)C(=O)N1c1ccccc1 (configuration not stated)
  1.3	3	5	4	4	-1	2	-6	4
> COC(=O)c1cc(-c2ccccc2)c2c(=O)n(C)c(=O)n(C)c2n1
  1.0	16	0	8	-5	0	-4	25	5
> Oc1ccc(Br)cc1-c1cc(-c2ccccc2F)[nH]n1
  0.8	-13	-2	21	4	2	2	26	-11
> COc1ccc(S(=O)(=O)NCC2CCCN(CC(C)(C)C)C2)cc1 (configuration not stated)
  3.1	8	-1	-9	5	1	3	-5	4
> O=C(Nc1ccc2c(c1)OCO2)C1CC(c2ccc(F)cc2)=NO1 (configuration not stated)
  0.9	-1	5	-37	0	3	-2	4	-9
> CN1CCN(Cc2cn(C)nc2-c2ccccc2F)CC1c1ccccc1 (configuration not stated)
  -0.5	-7	2	-9	1	1	-2	14	0
> Cc1c(C(=O)Nc2ccc(-c3nnc4n3CCCCC4)cc2)oc2ccc(Br)cc12
  1.4	9	-5	-6	15	-4	0	-2	-10
> COc1ccc(CNCc2cc3c(C(C)(C)C)nn(-c4ccccc4)c3[nH]c2=O)cc1
  2.0	-4	7	0	1	-5	-2	5	5
> CC(=O)NNc1ncnc2c1cnn2-c1ccc(C)c(C)c1
  0.6	2	1	-4	4	1	-3	9	-10
> O=C(CSc1nc2ccc([N+](=O)[O-])cc2[nH]1)NC1CCCCCC1
  2.6	4	10	-9	2	0	-4	-4	1
> O=C(NCc1ccccc1F)C1CCCN(C(=O)NC2CCCCC2)C1 (configuration not stated)
  1.7	0	-9	18	3	0	-2	17	4
> CCOc1nc(NCc2ccco2)nc(Nc2ccccc2F)n1
  1.9	-6	2	-4	5	-2	4	-35	3
> O=C(CSc1nnc(Cn2c(=O)sc3ccccc32)n1-c1ccccc1)NCC1CCCO1 (configuration not stated)
  0.1	-7	-3	-13	4	-2	2	2	-6
> CC1=C(C(=O)OC(C)C)C(C)NC(=O)N1 (configuration not stated)
  0.8	2	6	-1	5	-2	-1	-3	-2
> CNC(=O)CC1C(=O)N(C)C(=S)N1NC(=O)c1ccccc1 (configuration not stated)
  0.3	6	·	-10	1	3	3	-8	-4
> COC(=O)c1ccccc1NC(=O)NC1CCCC1
  1.3	-20	-6	6	2	1	-3	15	2

# Structures above containing a cyano group, in the order listed:
# Values run as follows: S1P4 agonist	S1P4 antag	NPY Y1 blocker	NPY2 pot ag	BaF3 tox	Runt-CBFb FRET	Ba/F3 V617F tox	NPY-Y1 PAM-ag	RBBP9 inh
> Cc1ccc2nc(N3CCN(S(=O)(=O)c4ccc(C)c(Cl)c4)CC3)c(C#N)cc2c1
  1.4	-7	6	-22	6	9	-1	-13	-9
> CCN(CC)C(=O)c1sc(NC(=O)C(C)C)c(C#N)c1C
  -1.1	14	-5	1	-3	0	-4	-2	-4

# Next part.
# Values run as follows: S1P4 agonist	S1P4 antag	NPY Y1 blocker	NPY2 pot ag	BaF3 tox	Runt-CBFb FRET	Ba/F3 V617F tox	NPY-Y1 PAM-ag	RBBP9 inh
> COCCCNC(=O)c1ccc2c(c1)CCN2S(C)(=O)=O
  -3.2	-7	6	1	0	0	-1	-12	-4
> O=C(Nc1ncc(S(=O)(=O)c2ccc([N+](=O)[O-])cc2)s1)c1cccc2ccccc12
  1.5	-27	10	10	3	-6	0	-2	3
> O=C(CN1CCOCC1)Nc1ccc(Oc2ccc(NC(=O)CN3CCOCC3)cc2)cc1
  -2.3	6	-1	4	1	-1	-3	-24	-1
> CCOc1ccc2[nH]c(C)cc(=O)c2c1
  -2.3	-14	1	-1	3	0	6	-7	-8
> Cc1nn(C)c(C)c1S(=O)(=O)N(CC(=O)NCc1cccs1)c1ccc(C(C)C)cc1
  1.1	-16	1	6	-2	-2	-5	1	-4
> CC(Oc1cccc(Cl)c1)C(=O)Nc1cc(=O)n(C)c(=O)n1C (configuration not stated)
  -0.4	-13	-6	6	2	0	-1	3	-2
> Cc1cc(C)n2ncc(C(=O)Nc3ccc4c(c3)OCO4)c2n1
  -2.7	-17	-4	-1	1	-1	-4	-10	3
> CC(=O)N1N=C(C)CC1c1ccc(OCc2ccccc2)cc1 (configuration not stated)
  -1.2	3	-2	11	6	0	0	5	-12
> O=C(NCc1ccc(Cl)s1)c1cc(COc2c(F)cccc2F)on1
  1.1	-25	13	-16	4	-3	-3	-17	-6
> Nc1nc(-c2cccnc2)nn1C(=O)c1ccccc1Cl
  -0.2	-13	-3	2	-1	0	-4	3	5
> O=C(NCCCN1CCN(C2CCCCC2)CC1)Nc1ccccc1C(F)(F)F
  -0.2	6	3	-3	4	1	2	-12	-12
> COc1ccc(-c2csc(NC(=O)c3ccc(S(C)(=O)=O)cc3)n2)cc1
  -0.7	-25	-5	-7	10	-1	4	14	-9
> CCN(CC)c1ccc(C(=O)OCC(=O)Nc2cccc(S(=O)(=O)NC3=NCCCCC3)c2)cc1
  0.9	-13	-4	9	5	-6	-2	-20	-6
> O=C(N=C1N=C2C=CC=CN2Cc2ccccc21)c1ccc(S(=O)(=O)N2CCCC2)cc1
  0.1	-20	·	-2	1	1	-6	0	5
> O=C(CSc1nnc(-c2cccnc2)s1)Nc1ccc(C(=O)O)cc1
  0.7	-17	-1	0	2	3	-2	6	-6
> O=C1CN(C(=O)CNCc2ccccc2)c2ccccc2N1
  0.3	-6	·	-11	-5	-2	-4	16	-6
> O=C(NNC(=O)c1c(F)cccc1F)c1ccccc1OC(F)(F)F
  0.7	6	·	2	-1	0	-4	6	-4
> Cc1ccc(NC(=O)CSc2nnc(-c3ccncc3)n2C)cc1C
  -0.7	-3	-4	8	1	1	-4	2	-3
> N#CN=C1SCCS1
  -1.3	-6	-2	14	4	-1	-4	1	-8
> O=C(NC1CCCC1)C1C2C=CC(C2)C1C(=O)N1CCOCC1 (configuration not stated)
  0.1	-3	-3	5	2	-2	-1	-6	-2

# Marked active in Runt-CBFb FRET (from the list above):
Structure	S1P4 agonist	S1P4 antag	NPY Y1 blocker	NPY2 pot ag	Runt-CBFb FRET	NPY-Y1 PAM-ag	RBBP9 inh
O=c1[nH]c2ccccc2n2c(-c3ccccc3)nnc12	0.0	-11	4	7	53*	6	0

# Next section.
# Values run as follows: S1P4 agonist	S1P4 antag	NPY Y1 blocker	NPY2 pot ag	BaF3 tox	Runt-CBFb FRET	Ba/F3 V617F tox	NPY-Y1 PAM-ag	RBBP9 inh
> O=C(Nc1nnc(-c2ccc(Cl)cc2)o1)c1ccc(N2C(=O)CCC2=O)cc1
  0.4	-2	-1	2	3	-3	-2	-13	2
> COc1ccccc1NC(=O)Cn1nnc(C(=O)NCCc2ccccc2)c1N
  -2.1	-11	-1	11	1	-2	-4	-1	-1
> O=C(C1CC1)N1CCc2sccc2C1c1ccc(Cl)cc1 (configuration not stated)
  0.0	-5	·	-8	2	1	-1	-9	-6
> Cc1nc(Oc2ccccc2)c2ccccc2n1
  -0.9	-13	2	19	2	0	-2	5	-2
> COc1ccc(OCC(=O)Nc2ccccc2Cl)cc1
  1.2	-4	3	-16	0	-1	-1	-18	-10
> Cc1ccc(CN(c2ccc(C(=O)Nc3ccc4c(c3)OCO4)cc2)S(C)(=O)=O)cc1
  -1.1	2	-10	22	3	0	1	12	0
> COc1cc(/C=N/NC(=O)C[n+]2ccccc2)cc(OC)c1OC(C)=O
  1.1	4	·	11	3	0	0	3	1
> Cc1ccc(C2(C)NC(=O)N(CC(=O)Nc3ccc4c(c3)OCO4)C2=O)cc1 (configuration not stated)
  1.2	-26	-4	7	7	1	0	0	-8

# Source: PubChem BioAssay (several laboratories)
